# XiGFP reactiv: X-chromosome reactivation activator | AID 743238 | activation, % at 7.58 µM | XiGFP mouse fibroblasts, % GFP-positive cells imaging, 3 d; cells co-treated with 5-aza-dC sensitizer; scaled so ellipticine positive control = 100% | hit rate 0.055% among 360,000;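 active means mean normalized replicate activation at least 10% and every replicate at or above 10%; inconclusive means only one of the two criteria met; inactive means mean below 10% and not all replicates reach 10%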;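 further: 0% = median of on-plate neutral control wells and 100% = ellipticine 6 µM median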
#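 System: 68-5-11 XiGFP fibroblast line; Timing: 3 days compound exposure; Compound dosing: one concentration, pinned; Benchmarks: positive control ellipticine, 6 µM final; Buffer or medium: DMEM containing 5-aza-dC.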
# GSIS activator: GLuc luminescence reporter in INS-1E cells, primary screen for activators of glucose-dependent secretion of insulin | INS-1E GLuc reporter insulin secretion, 2-3 h | hit rate 0.61% among 370,000 | activation, % at 16.6 µM;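 active means lowest replicate activation of at least 40%, so every replicate reaches that level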;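 further: 0% = median of neutral control wells and 100% = median of IBMX positive control wells; some compounds called inactive have numbers as strong as hits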
# DENV2 CPE: inhibitors of DENV2 cytopathic effect. CPE inhibition, % at 9.99 µM. DENV2-infected cells, cytopathic effect rescue, plate reader. hit rate 1.7% among 350,000. AID 651640; in the data active means CPE inhibition above about 20%, passing the limit was not always enough; inconclusive means no clear call, values can overlap the other calls; tested in BHK-21 cells;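 further: 0% = median of neutral control wells and 100% = median of positive control wells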
# RAD52 anneal inh: blocks human RAD52 DNA annealing | hit rate 0.46% among 360,000 | P43351 | recombinant RAD52 DNA annealing, FRET fluorescence | inhibition, % at 18.7 µM;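 active means every replicate showing at least 50% inhibition; inconclusive means mean inhibition at least 50% but not in every replicate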
# Target sequence (P43351 whole entry, looked up): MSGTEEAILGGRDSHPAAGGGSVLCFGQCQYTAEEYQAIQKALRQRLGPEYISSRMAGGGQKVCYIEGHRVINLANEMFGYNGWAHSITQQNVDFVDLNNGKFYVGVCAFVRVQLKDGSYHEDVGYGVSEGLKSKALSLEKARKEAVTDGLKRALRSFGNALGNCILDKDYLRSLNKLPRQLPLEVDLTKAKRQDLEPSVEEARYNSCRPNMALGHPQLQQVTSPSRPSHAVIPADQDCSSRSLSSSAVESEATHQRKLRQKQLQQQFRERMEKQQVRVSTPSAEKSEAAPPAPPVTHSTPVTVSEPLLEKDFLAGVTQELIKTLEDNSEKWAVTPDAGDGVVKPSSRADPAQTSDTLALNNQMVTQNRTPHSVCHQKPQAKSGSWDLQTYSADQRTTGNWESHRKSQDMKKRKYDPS
# CASP6 VEID inh: blocks human caspase-6 cleavage activity; inhibition, % at 12.5 µM; purified caspase-6, Z-VEID-R110 cleavage fluorescence; hit rate 0.53% among 350,000; P55212;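 active means mean inhibition across replicates at least about 35%, with every replicate also reaching that limit, limit read from the data; inconclusive means only one of the two criteria met; inactive means neither criterion met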;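 further: 0% = median of neutral control wells and 100% = no fluorescence left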
# Target sequence (P55212 24-179 limits assumed): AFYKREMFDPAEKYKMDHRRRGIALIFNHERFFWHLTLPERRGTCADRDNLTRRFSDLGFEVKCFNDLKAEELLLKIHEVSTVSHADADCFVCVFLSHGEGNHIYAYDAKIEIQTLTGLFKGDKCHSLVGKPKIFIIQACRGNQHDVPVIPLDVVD
# Target sequence (P55212 194-293 limits assumed): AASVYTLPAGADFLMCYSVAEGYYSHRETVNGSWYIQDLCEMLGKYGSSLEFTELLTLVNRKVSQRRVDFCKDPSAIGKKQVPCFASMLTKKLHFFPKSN
# E-sel inducer: induces E-selectin expression in human endothelial cells; P16581; HUVEC E-selectin immunofluorescence imaging; normalized: neutral wells 0, TNF-alpha wells 100; activation, % at 7.58 µM; hit rate 0.37% among 260,000; AID 686992;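 active means mean E-selectin-positive cell signal at least 10% of the positive control, reached in at least 60% of replicates, without over 20% cell loss; inconclusive means no rule given, readout overlaps actives, possibly toxicity-flagged; inactive means the rest, including those meeting only one limit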;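 further: in these data hits start at about 27%; measured in HUVEC primary endothelial cells; signal is the percent of cells scored E-selectin positive by PE staining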
#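 Read-out: % PE-positive cells | Test system: HUVEC | Doses: One compound dose added by pin transfer | Buffer or medium: EGM-2 over gelatin coat | Signal: Immunofluorescence imaging | Benchmarks: TNF-alpha, DMSO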
# RAD54 branch: blocks human RAD54 Holliday junction branch migration; FAM/BHQ fluorescence; inhibition, % at 10.4 µM; hit rate 0.14% among 360,000; Q92698; AID 602329;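 active means mean normalized replicate activity at least 40 and at least half of replicates scoring 40 or more; inconclusive means only one of the two criteria met; inactive means mean below 40 and under half of replicates reaching 40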;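 further: 0% = median of neutral control wells and 100% = median of positive control wells; inhibitors cause a drop in the FAM fluorescence signal; in these data hits start at about 50%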
# F508del corr: correctors of CFTR F508del function in bronchial epithelial cells; CFBE cells, YFP halide quenching; stimulated with forskolin plus potentiator P3; % fluorescence drop versus neutral controls; activity (quench increase), % at 7.58 µM; hit rate 0.36% among 350,000;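 active means mean added fluorescence quench of at least 8% versus neutral control, with both replicates also reaching 8%; inconclusive means only one of the mean or replicate conditions met; inactive means mean below 8% and not both replicates reaching 8%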;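 further: cells transiently co-express mutant CFTR-F508del with the halide-sensitive YFP; corrector assay measuring rescue of mutant channel to the surface after 24 h compound exposure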
# * hit, by the source's call; ? = inconclusive; · = not tested or not shown; & = joins results of further samples. No enrichment for hits. About 3.7% of those tested had a hit in this group.
SMILES,XiGFP reactiv,GSIS activator,DENV2 CPE,RAD52 anneal inh,CASP6 VEID inh,E-sel inducer,RAD54 branch,F508del corr
CCCC(=O)Nc1ccc2c(c1)C(=O)N(C)[C@@H]1CC[C@H](CC(=O)NCCN3CCCCC3)O[C@H]1CO2,0.2,3,·,·,·,0.0,-7,-3.1
COc1ccc(NC(=O)Nc2cccc(NC(C)=O)c2)c(OC)c1,0.7,6,·,4,-4,·,·,-0.8
C[C@@H]1CN([C@@H](C)CO)C(=O)c2cccc(NS(=O)(=O)c3ccc(Cl)cc3)c2O[C@@H]1CN(C)Cc1ccc(C(=O)Nc2ccccc2N)cc1,0.8,15,3,13,1,24,4,4.3
Cn1c(N)c(C(=O)COC(=O)Cc2cccs2)c(=O)n(C)c1=O,0.1,21,-5,-21,-5,0.0,5,1.7
CCCCN(C=O)c1c(CC)nc2ccc(C(=O)NCCc3ccccn3)cn12,0.0,-7,-5,-7,-1,0.0,0,0.9
CC(NS(=O)(=O)c1ccc(F)cc1)C(=O)Nc1ccc2c(c1)OCCO2 (stereo not drawn),0.0,9,-5,-17,1,0.5,5,-2.7
CC1=C(C(=O)N(C(C)C)C(C)C)CC(CC(=O)NCCN2CCOCC2)C(=O)N1Cc1ccc(F)cc1 (stereo not drawn),·,-5,1,-6,3,0.0,9,1.4
COc1ccccc1CN1C[C@@H]2N[C@H](C1)C2c1ccc(-c2ccccc2OC)cc1 (stereo partly drawn),0.0&0.0,-41&11,?,33&23,4&4,-0.1&-0.1,·,2.4&-2.7
COc1ccc(CN(C)C[C@H]2Oc3ccc(NC(=O)Nc4cccc5ccccc45)cc3C(=O)N([C@H](C)CO)C[C@@H]2C)cc1,-0.3,-21,11,8,-2,-0.3,6,-0.6
CC(=O)c1cccc(NC(=O)CN(C)S(=O)(=O)c2ccc3c(c2)CC(C)N3C(C)=O)c1 (stereo not drawn),0.0,1,2,-4,-1,·,3,3.4
CSc1ccccc1NC(=O)Nc1cccc(F)c1,0.0,-8,-1,-7,0,·,·,0.1
Cc1ccc(CN(c2ccc(C(=O)NCC3CCCO3)cc2)S(C)(=O)=O)cc1 (stereo not drawn),0.0,23,9,-3,2,-3.0,-1,0.5
COC(=O)c1ccc(NC(=O)CCN2CCOCC2)cc1,0.0,·,-9,-10,-2,0.0,-1,-1.5
COc1ccccc1-c1nc(SCC(=O)N2CCOCC2)n[nH]1,0.4,-9,18,-11,-3,0.5,-7,1.7
CCC1Nc2ncnc(N3CCCCC3)c2N(Cc2ccccc2)C1=O (stereo not drawn),0.0,-17,?,-12,5,·,-7,-2.6
Cc1cccc(OCC(O)Cn2ccnc2C)c1 (stereo not drawn),0.0,·,-2,18,2,·,0,0.9
O=c1oc2ccccc2c(Nc2ccccc2O)c1[N+](=O)[O-],0.1,1,1,-6,0,·,·,-3.9
CCOc1ccc(N(CC(=O)NC2CC3CCC2C3)S(=O)(=O)c2ccccc2)cc1 (stereo not drawn),0.2,-16,4,-1,-1,·,1,1.3
CC(C)CN1CCC(=O)N(CCO)CC1,2.2,-1,·,·,·,0.5,-1,-1.7
C[C@H]1CN([C@@H](C)CO)C(=O)c2cccc(NC(=O)NC3CCCCC3)c2O[C@H]1CN(C)C(=O)Nc1ccc(F)cc1,-1.2,-11,8,1,5,-0.5,-6,-0.9
N#C[C@H]1[C@H](c2ccc(-c3ccc(F)cc3)cc2)[C@@H](CO)N1c1nc(-c2ccccc2)cs1,0.0,2,-3,-1,1,-0.3,1,2.3
O=C(c1cccc(NS(=O)(=O)c2ccc(F)c(F)c2)c1)N1CCN(Cc2ccccc2)CC1,0.0,-24,·,·,·,-0.1,4,·
Cc1cc(NC(=O)c2ccc(Cl)cc2Cl)n(CCC#N)n1,0.3,9,6,4,1,0.5,·,0.4
COc1ccc(-n2nc(C(=O)NCC(=O)N3CCN(c4ccccc4)CC3)c3ccccc3c2=O)c(OC)c1,0.0,-11,4,-11,-6,1.7,6,1.8
COc1ccc2c3c(n(C)c2c1)[C@@H](CO)N(C(=O)C1CCOCC1)CC31CCN(C(=O)C2CCOCC2)CC1,0.0,4,13,2,4,0.2,·,1.3
Oc1c(C(c2ccccc2Cl)N2CCCC2)ccc2cccnc12 (stereo not drawn),?,1,-8,-30,-5,5.6,·,-2.5
Cc1ccccc1S(=O)(=O)NCC[C@@H]1CC[C@@H](NC(=O)Nc2cccc(F)c2)[C@H](CO)O1,0.1,-15,-1,1,0,-0.2,-8,-3.6
CC1(C(=O)O)CCCN(C(=O)c2ccc(OC(F)F)cc2)C1 (stereo not drawn),0.1,·,3,2,-1,0.6,2,-0.6
COc1cc(NC(=O)CCC(=O)Nc2ccc3nc(N4CCOCC4)cc(C)c3c2)cc(OC)c1OC,0.3,-3,?,-3,1,·,7,-1.1
CNC[C@H]1Oc2c(NC(=O)Nc3ccc4c(c3)OCO4)cccc2C(=O)N([C@@H](C)CO)C[C@H]1C,-0.3,-17,-2,-4,-3,0.1,11,1.4

# Five entries picked at random from the list so far:
SMILES,XiGFP reactiv,GSIS activator,DENV2 CPE,RAD52 anneal inh,CASP6 VEID inh,E-sel inducer,RAD54 branch,F508del corr
Cc1ccccc1S(=O)(=O)NCC[C@@H]1CC[C@@H](NC(=O)Nc2cccc(F)c2)[C@H](CO)O1,0.1,-15,-1,1,0,-0.2,-8,-3.6
CC1(C(=O)O)CCCN(C(=O)c2ccc(OC(F)F)cc2)C1 (stereo not drawn),0.1,·,3,2,-1,0.6,2,-0.6
N#C[C@H]1[C@H](c2ccc(-c3ccc(F)cc3)cc2)[C@@H](CO)N1c1nc(-c2ccccc2)cs1,0.0,2,-3,-1,1,-0.3,1,2.3
COc1cc(NC(=O)CCC(=O)Nc2ccc3nc(N4CCOCC4)cc(C)c3c2)cc(OC)c1OC,0.3,-3,?,-3,1,·,7,-1.1
Oc1c(C(c2ccccc2Cl)N2CCCC2)ccc2cccnc12 (stereo not drawn),?,1,-8,-30,-5,5.6,·,-2.5

# (list continues)
SMILES,XiGFP reactiv,GSIS activator,DENV2 CPE,RAD52 anneal inh,CASP6 VEID inh,E-sel inducer,RAD54 branch,F508del corr
Cc1ccccc1S(=O)(=O)N1CC(=O)N2[C@H](C1)[C@@H](c1ccc(C#CCC3CCCC3)cc1)[C@@H]2CO,-0.1,3,6,-12,-1,-0.9,·,-0.5
CCS(=O)(=O)c1nc(S(=O)(=O)c2ccc(C)cc2)c(N2CCCCCC2)s1,-0.1,-4,-4,-82,0,-0.2,-6,4.3
CO[C@@H]1CN(C)C(=O)c2ccc(NC(=O)Nc3ccccc3)cc2OC[C@@H](C)NC[C@@H]1C,0.0,11,-10,-19,0,-0.1,·,3.0
C[C@@H]1CN([C@H](C)CO)S(=O)(=O)c2ccc(-c3ccncc3)cc2O[C@@H]1CN(C)C(=O)C1CCCCC1,0.0,5,·,·,·,-0.2,·,0.5
COc1ccc(OC)c(C2CC(c3ccccc3)=NN2C(=S)Nc2ccccc2)c1 (stereo not drawn),-0.1,-8,-7,-1,0,0.0,·,11*
CC(=O)Oc1ccc(-c2csc(Nc3ccc(S(N)(=O)=O)cc3)n2)cc1,0.1,-19,19,-1,6,0.3,·,4.6
CC(=O)NC[C@@H]1[C@@H](c2ccc(C3=CCCCC3)cc2)[C@H](CO)N1C(=O)NC(C)C,-0.1,2,?,·,·,0.1,-1,0.8
O=C(N[C@@H]1CC[C@@H](CCNC(=O)C2CCCCC2)O[C@@H]1CO)c1ccncc1,0.0,4,-9,4,-1,-0.3,5,-2.7
C[C@@H](NC(=O)C[C@@H]1C=C[C@H](NC(=O)C2CC2)[C@H](CO)O1)c1ccccc1,-0.2,0,3,-7,2,0.1,2,0.4
COc1ccc(-c2cc(C(=O)N3CCCCCC3)c3ccccc3n2)cc1OC,0.1,9,9,-14,-132,-0.7,-5,-2.6
C[C@@H]1CN([C@H](C)CO)C(=O)c2cccc(NC(=O)C3CCOCC3)c2O[C@@H]1CN(C)S(C)(=O)=O,-0.1,5,2,-3,-2,-15,-17,-2.4
O=C(Cc1c(F)cccc1Cl)NCCc1c[nH]c2ccccc12,0.5,8,2,-11,-2,0.2,-9,-2.1
COc1ccc(N2CCN(C(=O)C3CCN(C(=O)c4ccc([N+](=O)[O-])cc4)CC3)CC2)cc1,0.0,22,-9,-8,1,-0.4,-7,-5.6
COCCCn1cc(C(=O)c2cc(OC)ccc2OCC(=O)N2CCCCC2C)cc(C#N)c1=O (stereo not drawn),0.0,3,-3,6,0,·,·,1.3
O=C1CC(c2ccc(OCCCCCOc3ccc(C4CC(=O)NC4=O)cc3)cc2)C(=O)N1 (stereo not drawn),0.0,-14,6,-21,5,·,1,3.2
C#CCN(C[C@H]1[C@H](OC(=O)Nc2c(C)noc2C)[C@H](OC(=O)Nc2c(C)noc2C)CN(C(=O)OC(C)C)N1C(=O)OC(C)C)S(=O)(=O)c1ccc(C)cc1,0.0,-20,4,-13,0,-0.9,·,3.9
COc1ccccc1C(=O)Nc1ccc2c(c1)OC[C@@H](C)N(CC1CC1)C[C@H](C)[C@@H](OC)CN(C)C2=O,-0.5,-8,·,·,·,0.0,·,0.7
O=C(N/N=C/c1c(O)ccc2ccccc12)C(=O)N1CCCC1,0.0,·,-1,-20,0,-0.2,-3,13*
COc1c(C)cc(C(O)c2ncc(-c3ccc4ccccc4c3)[nH]2)cc1C (stereo not drawn),-0.1,·,?,-15,1,0.2,6,2.0
CCCCCOC(=O)C1=C(C)NC(=O)NC1c1ccc([N+](=O)[O-])cc1 (stereo not drawn),-0.1,-6,-5,0,4,-0.3,2,-2.4
O=C(c1cc(-c2ccc3c(c2)OCO3)on1)N1CCCCC1,·,-7,-4,-16,-3,·,7,3.9
Cc1ccccc1S(=O)(=O)N[C@@H]1CC[C@H](CCn2cc(-c3ccc(F)cc3)nn2)O[C@H]1CO,-0.1,-19,10,-1,6,0.0,-1,-1.0
COc1ccc(S(=O)(=O)N(C)CC(=O)NC2CCCC2)cc1OC,0.1,51,0,-8,0,-0.4,-11,0.1
O=C(N=Nc1c(O)[nH]c2ccc(Cl)cc12)c1cc(-c2cccs2)nc2ccccc12,0.1,0,·,·,·,-0.6,4,-5.0
CCOC(=O)C1CCCN(C(=O)Cn2nc(C)c3c(C)n(-c4ccccc4)nc3c2=O)C1 (stereo not drawn),0.0,-2,7,-4,1,·,-5,-1.5

# Compound activity from PubChem.
